Bioassay records as filed in PubChem BioAssay.
Mdm2 MdmX PPI = inhibitors of human Mdm2/MdmX interaction | O15151+Q00987 | SaOS-2 split-luciferase Mdm2/MdmX complementation, luminescence | inhibition, % at 8 µM | 3% of 330,000 active | AID 485346;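 active means inhibition of at least 50% at 8 µM in the primary screen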
Target sequence (O15151 whole entry, looked up): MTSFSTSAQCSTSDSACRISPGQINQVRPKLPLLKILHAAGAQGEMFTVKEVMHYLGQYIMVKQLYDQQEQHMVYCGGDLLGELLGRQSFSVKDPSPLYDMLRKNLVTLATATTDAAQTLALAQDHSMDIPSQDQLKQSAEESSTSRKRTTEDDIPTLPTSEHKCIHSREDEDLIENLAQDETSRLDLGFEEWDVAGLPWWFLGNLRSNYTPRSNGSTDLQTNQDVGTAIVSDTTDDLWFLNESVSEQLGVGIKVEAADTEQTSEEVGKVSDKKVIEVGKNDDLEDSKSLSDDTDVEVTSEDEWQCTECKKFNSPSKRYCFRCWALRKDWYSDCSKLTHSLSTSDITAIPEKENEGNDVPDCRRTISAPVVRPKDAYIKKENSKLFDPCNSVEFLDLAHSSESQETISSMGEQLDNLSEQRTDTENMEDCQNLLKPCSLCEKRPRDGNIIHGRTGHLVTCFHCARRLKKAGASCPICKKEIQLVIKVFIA
Target sequence (Q00987 whole entry, looked up): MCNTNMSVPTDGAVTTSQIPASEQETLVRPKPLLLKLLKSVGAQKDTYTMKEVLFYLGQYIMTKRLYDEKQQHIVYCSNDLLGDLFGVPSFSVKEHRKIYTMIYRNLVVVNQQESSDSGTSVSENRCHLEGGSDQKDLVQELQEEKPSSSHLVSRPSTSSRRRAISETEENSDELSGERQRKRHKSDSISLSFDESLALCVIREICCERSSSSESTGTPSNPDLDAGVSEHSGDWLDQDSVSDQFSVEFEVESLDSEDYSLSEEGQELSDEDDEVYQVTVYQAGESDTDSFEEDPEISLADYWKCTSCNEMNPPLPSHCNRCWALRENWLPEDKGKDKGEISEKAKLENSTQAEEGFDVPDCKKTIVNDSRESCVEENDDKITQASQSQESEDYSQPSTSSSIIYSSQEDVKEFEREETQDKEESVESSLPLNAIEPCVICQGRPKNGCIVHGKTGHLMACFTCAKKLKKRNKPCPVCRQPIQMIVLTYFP
NALP3 yeast inh = inhibitors of NALP3 inflammasome in yeast | Yeast reconstituted NLRP3/ASC/caspase-1, beta-gal luminescence, 24 h | inhibition, % at 10 µM | AID 2825 | 0.39% of 330,000 active;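 active means inhibition of 50% or more; inactive means inhibition below 50%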;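 further: plate controls were induced DMSO wells for no effect and uninduced yeast grown without galactose for full effect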
GRIN3A LBD mod = modulators (binders) of human NR3A ligand-binding domain; Tm shift relative to glycine control, % at 25 µM; NR3A LBD differential scanning fluorimetry, Tm shift; 0% = protein alone, 100% = glycine-bound protein; 2.5% of 340,000 active; AID 1259313;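 active means melting temperature shift of at least 10% of the positive control shift, at one fixed dose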
APJ agonist = activates the human apelin receptor APJ; P35414; CHO-K1 APJ PathHunter beta-arrestin, luminescence; 0% DMSO wells, 100% apelin; activation, % at 20 µM; 0.11% of 330,000 active; AID 2520;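 active means activation more than six SD over the plate average, tested at 20 µM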;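 further: 0% = DMSO alone and 100% = apelin-13 at 10 nM; some results filed as inactive read as strong as hits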
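Assay system: CHO-K1 cells stably expressing ProLink-tagged human APJ and arrestin–beta-gal acceptor. Compound dosing: 20 µM single point, 1% DMSO. Times: 16-18 h seeding, 90 min dark compound exposure, 60 min detection. Detection: beta-gal luminescence. Evaluation: APJ–arrestin association signal. Controls: negative DMSO alone, positive Apelin-13 at 10 nM.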
UPR XBP1 act = adaptive UPR (XBP1) activation. AID 463104. activation, % at 20 µM. 0.33% of 330,000 active. CHO-XBP1 luciferase reporter, IRE1-XBP1 UPR activation, luminescence; percent of tunicamycin response, DMSO as zero;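 active means versus positive control, 20 µM dose yields 30% or more activation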;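 further: 100% = tunicamycin at 10 µg/mL and 0% = DMSO only wells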
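Signal: luciferase luminescence; Assay system: CHO-XBP1 luciferase reporter cells; Amount: one thousand reporter cells per well; Dosing: 20 µM single concentration, DMSO 1%; Benchmarks: high control tunicamycin 10 µg/mL final, low control DMSO vehicle only; Schedule: 6 h compound exposure at 37 °C, 5% CO2; Evaluation: percent activation relative to tunicamycin reference.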
TIM10 inh = growth inhibitors of TIM10 yeast strain | inhibition, % at 10 µM | S. cerevisiae TIM10 strain growth, BacTiter-Glo luminescence, 24 h | 1.4% of 330,000 active | AID 463195;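 active means inhibition of 40% or more at the single tested concentration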;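 further: wild-type TIM10 isogenic control strain grown at permissive 25 °C; 0% = DMSO yeast wells and 100% = minimal medium wells without yeast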
tim10-1 inh = growth inhibitors of tim10-1 mutant yeast; S. cerevisiae tim10-1 ts strain growth, BacTiter-Glo, 24 h; inhibition, % at 20 µM; 2.2% of 330,000 active; AID 463190;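 active means inhibition of at least 40%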;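 further: mutant grown at 25 °C; 0% = DMSO wells with yeast and 100% = wells holding no yeast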
CHOP UPR activ = apoptotic UPR (CHOP) activation; CHO-CHOP luciferase reporter, luminescence; percent of tunicamycin response over DMSO baseline; activation, % at 10 µM; 0.34% of 330,000 active;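 active means at 10 µM dose, activation of 40% or more, normalized to positive control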;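 further: 100% = tunicamycin at 10 µg/mL and 0% = DMSO alone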
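System: CHO-CHOP luciferase reporter cell line; amount: 500 cells/well; buffer or medium: F12 medium containing 10% fetal bovine serum; incubation: 6 h compound exposure at 37 °C after overnight seeding; measured by: luciferase luminescence after 10 min with Steady-Glo reagent; evaluation: % reporter activation, DMSO baseline versus tunicamycin full activation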
tim23-1 inh = growth inhibitors of tim23-1 mutant yeast. AID 463212. inhibition, % at 20 µM. S. cerevisiae tim23-1 growth, BacTiter-Glo luminescence, 24 h. 1.3% of 330,000 active;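 active means growth inhibition of the mutant yeast at or above 50%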;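 further: temperature-sensitive mutant grown at 25 °C; plate controls were DMSO-treated mutant yeast for no effect and medium wells lacking yeast for full effect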
* marks the source's active call; other numbers are inactive results; x = not tested or not shown.

SMILES	Mdm2 MdmX PPI	NALP3 yeast inh	GRIN3A LBD mod	APJ agonist	UPR XBP1 act	TIM10 inh	tim10-1 inh	CHOP UPR activ	tim23-1 inh
CSc1nc2nc3c(cn2n1)C(=O)CC(c1ccccc1)C3 (centres undefined)	-31	-4	0	-2	2	3	33	0.0	5
COc1cccc(CNC(=O)c2c[nH]n3c(=O)c(Cl)c(C)nc23)c1	-4	-8	-8	-1	1	6	10	3.2	11
CCOc1cc(C(=O)NC(C)CC)cc(OCC)c1OCC (centres undefined)	-11	8	1	0	-1	-5	-2	3.8	1
Cc1ccc(S(=O)(=O)N2CCN(C(=O)Cn3nc(C(=O)O)c4ccccc4c3=O)CC2)cc1	43	4	2	-4	2	-9	-8	5.4	-13
O=C(Nc1ccc2c(c1)OCO2)N1CCN(c2cccc(C(F)(F)F)c2)CC1	-10	-13	-8	-1	-1	8	22	0.6	27
CCOC(=O)N1CCC(N2Cc3cccc(C(=O)Nc4cc(F)ccc4F)c3C2=O)CC1	38	7	-13	0	2	10	1	3.0	4
COc1ccc(N2CC(C(=O)NCCS(=O)(=O)N3CCN(c4ccccc4)CC3)CC2=O)cc1 (centres undefined)	26	5	-6	1	1	-13	-8	2.1	-1
Cn1nc(C(F)(F)F)c(-c2ccccc2)c1N	25	23	-4	3	4	6	-1	0.0	-14
CC(C)(C)NC(=O)C(c1ccncc1)N(C(=O)Cn1nnc(-c2ccc(F)cc2)n1)c1ccc(F)cc1 (centres undefined)	6	3	-2	-1	1	16	19	-2.3	16
CNC(=O)CSc1nc(SC)ns1	4	-5	0	0	2	-23	2	2.2	5
CCCCN(C)C(=O)c1cn(-c2cccc(OC)c2)c(=O)c2ccccc12	-14	4	0	-2	-3	0	12	3.2	8
O=c1c2ccccc2nc2n1CCN2Cc1ccc(Cl)cc1	25	-1	2	0	-3	-5	13	3.1	26
Cn1c(=O)c2c(nc(NCC3CCCC(CN)C3)n2Cc2ccc(Cl)cc2Cl)n(C)c1=O (centres undefined)	58*	30	2	-3	-4	-1	-16	-0.6	-32
CC(C)C(=O)NC(=S)Nc1ccccc1C(=O)Nc1ccccc1	27	-4	-3	-1	-2	0	-10	-1.7	10
CC(C)OC(=O)/C(=C\c1cccc2ccccc12)NC(=O)c1ccccc1	-6	3	0	-4	5	15	32	1.8	8
COc1ccc(S(=O)(=O)N(C)CC(=O)NCCC2=CCCCC2)cc1	-18	13	-2	-5	2	27	30	-0.2	29
CC1CN(C(=O)CCC(=O)NCCCN2C(C)CCCC2C)c2ccccc2O1 (centres undefined)	6	1	-2	2	-2	-6	-20	0.0	-1
CC(C)CNC(=O)c1ccccc1NC(=O)Nc1ccccc1	30	-1	0	8	-1	2	-12	2.8	19
Cc1cc(NC(=O)CCNS(=O)(=O)c2cc(Br)cnc2N)ccc1Br	10	-6	21*	-4	-4	1	12	-0.1	-13
CCC12CN3CCN(CC(C3)/C1=N\NC(=O)c1ccc(C(C)(C)C)cc1)C2	7	15	-4	2	2	3	11	0.7	5

3 compounds already listed, ordered by SMILES length, ascending.
SMILES	Mdm2 MdmX PPI	NALP3 yeast inh	GRIN3A LBD mod	APJ agonist	UPR XBP1 act	TIM10 inh	tim10-1 inh	CHOP UPR activ	tim23-1 inh
Cn1nc(C(F)(F)F)c(-c2ccccc2)c1N	25	23	-4	3	4	6	-1	0.0	-14
CC1CN(C(=O)CCC(=O)NCCCN2C(C)CCCC2C)c2ccccc2O1 (centres undefined)	6	1	-2	2	-2	-6	-20	0.0	-1
CCOC(=O)N1CCC(N2Cc3cccc(C(=O)Nc4cc(F)ccc4F)c3C2=O)CC1	38	7	-13	0	2	10	1	3.0	4

Remaining list, next part:
SMILES	Mdm2 MdmX PPI	NALP3 yeast inh	GRIN3A LBD mod	APJ agonist	UPR XBP1 act	TIM10 inh	tim10-1 inh	CHOP UPR activ	tim23-1 inh
Cc1cc(C(=O)OCC(=O)c2ccc(Br)s2)c(C)o1	13	18	x	-4	4	20	28	6.1	37
CC1=C(C(N)=O)C(c2cccnc2)n2nc(-c3cccc(Cl)c3)nc2N1 (centres undefined)	10	3	1	-16	1	-4	0	-1.5	-4
CC(C)Oc1ccccc1OCCN(C)C	-15	10	2	-1	-2	13	-7	1.4	10
CCOC(=O)c1c(CSc2ccc(C)cc2)oc2ccc(O)cc12	25	28	5	-5	4	-10	40	0.6	16
COc1ccc(CC(=O)Nc2nc(-c3cccnc3)cs2)cc1	10	-12	-2	-2	-3	-5	-7	0.4	-14
O=S(=O)(c1ccc(Br)s1)N1CCN(c2ccnc3cc(Cl)ccc23)CC1	9	18	1	-5	-1	24	37	0.4	44
Cc1cc(C(=O)NCc2ccc(S(N)(=O)=O)cc2)c(C)o1	-1	-13	8	-3	-2	0	5	-1.6	-1
O=C(Cc1ccccc1)Nc1cc2c(cc1Cl)OCCCO2	-49	28	-1	-5	-2	-3	-3	7.4	12
CCOC(=O)c1nnn(-c2nonc2-n2cccc2)c1-c1cccc([N+](=O)[O-])c1	-23	11	-1	1	-1	35	24	-1.9	14
Cc1cc[n+](CC(=O)N2CCCc3ccccc32)cc1	10	-7	-3	-3	0	-3	29	0.1	-5
O=C1N=c2ccc(Br)cc2=C1c1sc(=S)n(NS(=O)(=O)c2ccccc2)c1O	18	30	-11	-12	-1	12	4	-1.5	-1
C=CCNC(=S)NNC(=O)c1ccccc1	-17	18	1	2	1	6	15	-0.2	18
CC(=O)Nc1nc(NC(=O)/C=C/c2ccccc2)n(-c2ccccc2)n1	29	1	-8	-4	4	-1	-12	1.2	-5
CN(CC(=O)NCC(=O)Nc1ccc(F)cc1)C1CCS(=O)(=O)C1 (centres undefined)	7	10	-1	-3	-4	-2	-17	1.2	-12
COc1ccccc1OCc1ccc(C(=O)NCc2cccnc2)o1	6	8	1	5	1	-2	8	1.2	10
O=C(Nc1ccc(S(=O)(=O)N2CCCCC2)cc1)C1CCCCC1	37	-1	-9	-2	-2	12	23	0.1	24
O=C(COC(=O)c1cccc2c1C(=O)c1ccccc1C2=O)NC1CCCCC1	44	21	0	5	6	18	24	1.5	11
Cc1cccn2c(=O)c3cc(C#N)c(=N)n(CCCN4CCOCC4)c3nc12	30	2	1	-2	-4	-23	-17	-1.8	-94
C/C(=C\c1ccccc1)CN1CCN(c2cccc(Cl)c2)CC1	5	8	5	-3	-2	9	11	-1.4	10
CCOc1ccccc1NC(=O)CSc1nnc2c(CC)c(C)nc(N)n12	12	7	-1	-4	1	2	12	-2.0	12
CCCc1nc(SCC(N)=O)[nH]c(=O)c1CC	15	12	0	-3	0	-10	-7	1.0	7
Cc1ccccc1NC(=O)c1ccccc1N(C)S(=O)(=O)c1ccccc1	16	-9	0	-3	-2	19	15	-0.2	20
CC1CCCC(C(=O)O)N1C(=O)CCS (centres undefined)	-6	-11	0	2	-2	10	5	1.3	4
O=[N+]([O-])c1ccccc1S(=O)(=O)NCCSCc1ccco1	-11	7	-1	-1	-5	2	12	-1.0	16
CCCCCCCn1c(C)nnc1-c1cnn(C)c1N	-13	14	-1	-4	-4	16	-5	-0.8	13
CCC(=O)NS(=O)(=O)c1ccc(N=NN2CCCCC2)cc1	4	17	2	-2	-2	4	-1	1.6	8
CN1CCN(c2ccc(C(=O)c3cn(-c4ccc(F)c(Cl)c4)nn3)cc2)CC1	81*	5	-3	1	4	-9	27	4.8	12
CCNS(=O)(=O)c1ccc(NC(=S)NCC2CCCO2)cc1 (centres undefined)	5	9	1	-3	-1	3	-1	0.6	4
CN(CC(=O)Nc1cccc(F)c1)C(=O)c1cc(S(=O)(=O)N2CCCCC2)ccc1N1CCOCC1	11	5	1	1	-1	9	1	0.8	-1
COc1ccc(C(=O)NC2CCN(C(=O)Nc3ccc(F)cc3)CC2)cc1	-6	-2	-1	2	-1	-16	-5	0.9	1
COc1ccccc1OCCOC(=O)Nc1ccccc1	-29	13	-3	2	1	-7	14	1.1	20
Cn1nccc1C(=O)N1CCN(c2cccc(C(F)(F)F)c2)CC1	7	-19	-3	-2	-3	-2	11	-1.7	8
Oc1ccc(N=Nc2ccccc2-c2nn[nH]n2)c(O)c1	12	13	5	-7	-3	6	32	-0.8	3
CC1CN(c2ccc([N+](=O)[O-])c(NCCOc3ccccc3)c2)CC(C)N1 (centres undefined)	25	19	1	1	-1	12	25	-1.1	18
Cc1ccc(C(=O)NC(C)CCc2ccccc2)cc1S(=O)(=O)N1CCOCC1 (centres undefined)	5	18	0	-1	-3	-21	-29	-1.3	8
O=C(CSc1nnc(-c2cccnc2)s1)Nc1cccc(C(=O)O)c1	-10	4	0	3	2	0	11	-3.2	11
COC(=O)C(CC(C)C)NC(=O)/C=C/c1ccccc1Cl (centres undefined)	4	-11	-3	-4	-4	23	27	-1.1	42
O=C(NCCS(=O)(=O)N1CCCC1)c1ccccc1	5	19	-1	0	0	-7	7	0.8	-5
CN(CCc1ccccn1)C(=O)c1cccnc1Oc1ccccc1	-29	0	1	-1	0	16	2	-1.8	9
C=CCN(C(=O)c1csnn1)C(C(=O)NC1CCCCC1)c1ccc(Cl)cc1 (centres undefined)	15	4	-2	-2	-6	-5	12	3.3	29
COc1ccccc1C1C=C(c2ccc(Cl)cc2)Nc2nc(NS(C)(=O)=O)nn21 (centres undefined)	-12	3	x	-4	-3	6	8	1.0	9
COc1cc(/C=C2/C(=O)NN(c3ccc(Cl)cc3)C2=O)cc(OC)c1O	3	14	-5	-8	-4	-33	-34	1.3	8
CC1CCN(C(=O)c2[nH]cnc2C(=O)Nc2ccc(Cl)cc2)CC1	-1	18	-9	-2	-2	16	19	3.0	40
O=[N+]([O-])c1cccc(N/N=C/c2cccc(O)c2O)c1	24	17	21*	2	6	17	25	3.7	26
CC(=O)NC(=S)Nc1ccccc1C(=O)Nc1ccccc1	-25	9	-1	-7	-1	8	2	-0.3	-7
CC1CCc2cc(F)ccc2N1C(=O)CSc1nnc(-c2cccs2)n1C (centres undefined)	18	-7	1	-2	0	20	21	-2.0	17
O=C(/C=C/C=C/c1ccc2c(c1)OCO2)N1CCCCC1	-139	21	-3	-2	5	18	36	3.6	23
CN1CCN(S(=O)(=O)c2ccc(NC(=O)c3ccco3)cc2)CC1	12	5	0	-2	2	-5	8	-0.6	10
COc1ccc(C2c3[nH]c4ccccc4c3C[C@H]3C(=O)N(c4ccccc4C(=O)N4CCC[C@@H]4C(=O)O)C(=O)N23)cc1 (some centres undefined)	18	0	-3	-4	-1	-3	11	-1.2	0
COc1ccc(CNC(=O)C(C)n2ccc3cc(S(=O)(=O)N4CCCCCC4)ccc32)cc1 (centres undefined)	0	6	0	-2	-3	10	11	1.3	19
O=C(/C=C/c1cccc(Oc2ccccc2)c1)N1CCOCC1	-30	12	-2	-1	2	5	43*	4.1	5
CCN(CC)S(=O)(=O)c1ccc(NN=c2c(=O)c3ccccc3c2=O)cc1	3	2	1	-4	2	-16	0	1.7	0
